Y pestis TopoI = Yersinia pestis topoisomerase I inhibitors, primary screen, biochemical, cleavage product accumulation, plate reader, single point. Y. pestis Topo-I cleavage product accumulation. activity, % at 10 µM. hit rate 0.064% among 360,000. AID 504884, 2011; in the data active = activity above about 50%, passing the limit was not always enough; inconclusive = no clear call, values can overlap the other calls; note: inactives centre near 2
CCHF vOTU inh = CCHFV vOTU protease inhibitors, primary screen, biochemical, Pep-AMC substrate, fluorescence. Crimean-Congo hemorrhagic fever virus L polyprotein viral ovarian tumor (vOTU) protease …. inhibition, % at 11.5 µM. hit rate 0.55% among 370,000; in the data active = inhibition above about 30%; note: 0% = vehicle wells with enzyme and 100% = no enzyme wells
BoNT A protease = BoNT/A light chain protease inhibitors, primary screen, biochemical, flow cytometry, MLPCN library; Botulinum neurotoxin type A light chain protease (Clostridium botulinum A str. ATCC 3502); multiplex microsphere protease substrate cleavage; inhibition, % at 10 µM; hit rate 0.17% among 360,000; note: plate controls were buffer without enzyme for full effect and enzyme alone for no effect
3CLpro inhibitor = SARS-CoV 3CLpro protease inhibitors, primary screen, biochemical, quenched FRET. recombinant SARS-CoV 3CLpro, quenched FRET peptide cleavage. inhibition, % at 6 µM. Replicase polyprotein 1ab (Severe acute respiratory syndrome coronavirus), P0C6X7. hit rate 0.14% among 290,000; in the data active = inhibition above about 12%
TcdB GH inh = TcdB glycohydrolase inhibitors, primary screen, biochemical, single point, plate reader; Toxin B (Clostridioides difficile), P18177; TcdB glycohydrolase enzymatic assay; inhibition, % at 9.99 µM; hit rate 0.24% among 350,000; in the data active = inhibition above about 10%
SSB-PriA inh = inhibitors of Klebsiella pneumoniae PriA binding to SSB C-terminal tail, primary screen, biochemical, AlphaScreen; AlphaScreen SSBct-PriA binding, biotinylated peptide; inhibition, % at 33 µM; hit rate 0.6% among 430,000; in the data active = inhibition mostly above about 37%, no sharp cut-off; inactive = mostly below about 20%;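 note: plate controls were negative control peptide for no effect and reference peptide for full effect; strong numbers were not always called active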
PfHsp40 yeast = rescue of yeast from PfHsp40 toxicity, primary screen, S. cerevisiae, ATP luminescence. S. cerevisiae expressing PfHsp40, growth rescue. growth rescue, % at 12.5 µM. hit rate 0.68% among 340,000; in the data active = growth rescue above about 28%, passing the limit was not always enough; inconclusive = no clear call, values can overlap the other calls;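 note: yeast W303a lacking pdr1 and pdr3 grown in galactose medium; growth measured after three days at 30 °C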
DUSP3 inh = VHR1 phosphatase inhibitors, primary screen, biochemical, absorbance, uHTS; Dual specificity protein phosphatase 3 (Homo sapiens), P51452; recombinant VHR phosphatase, pNPP absorbance; inhibition, % at 13.3 µM; hit rate 0.52% among 290,000; in the data active = inhibition above about 50%; note: some compounds called inactive have numbers as strong as hits
Target sequence (P51452 whole entry, looked up): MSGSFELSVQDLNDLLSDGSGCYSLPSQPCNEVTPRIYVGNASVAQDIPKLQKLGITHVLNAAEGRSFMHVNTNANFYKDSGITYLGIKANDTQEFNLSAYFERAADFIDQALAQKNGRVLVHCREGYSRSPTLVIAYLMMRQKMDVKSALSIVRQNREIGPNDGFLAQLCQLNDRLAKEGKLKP
Vc quorum ag = inducers of Vibrio cholerae quorum light production without autoinducers, primary screen, BH1578 luxS cqsA deficient, single point; V. cholerae BH1578 lux reporter, luminescence, 6 h; activation, % at 18.7 µM; hit rate 0.16% among 350,000; AID 588436, 2011; in the data active = activation mostly above about 9.7%, no sharp cut-off; inconclusive = no clear call, values can overlap the other calls; inactive = mostly below about 3.7%; note: not every result past the cut was called active; inactives centre near 0; reference of the scale not given here
Anthrax LF prot = Bacillus anthracis LF protease inhibitors, primary screen, biochemical, multiplex microsphere, MLPCN library; Lethal factor (Bacillus anthracis), P15917; multiplex microsphere protease cleavage assay; inhibition, % at 10 µM; hit rate 0.12% among 360,000; AID 588501, 2011; note: plate controls were buffer without enzyme for full effect and enzyme alone for no effect
Target sequence (P15917 whole entry, looked up): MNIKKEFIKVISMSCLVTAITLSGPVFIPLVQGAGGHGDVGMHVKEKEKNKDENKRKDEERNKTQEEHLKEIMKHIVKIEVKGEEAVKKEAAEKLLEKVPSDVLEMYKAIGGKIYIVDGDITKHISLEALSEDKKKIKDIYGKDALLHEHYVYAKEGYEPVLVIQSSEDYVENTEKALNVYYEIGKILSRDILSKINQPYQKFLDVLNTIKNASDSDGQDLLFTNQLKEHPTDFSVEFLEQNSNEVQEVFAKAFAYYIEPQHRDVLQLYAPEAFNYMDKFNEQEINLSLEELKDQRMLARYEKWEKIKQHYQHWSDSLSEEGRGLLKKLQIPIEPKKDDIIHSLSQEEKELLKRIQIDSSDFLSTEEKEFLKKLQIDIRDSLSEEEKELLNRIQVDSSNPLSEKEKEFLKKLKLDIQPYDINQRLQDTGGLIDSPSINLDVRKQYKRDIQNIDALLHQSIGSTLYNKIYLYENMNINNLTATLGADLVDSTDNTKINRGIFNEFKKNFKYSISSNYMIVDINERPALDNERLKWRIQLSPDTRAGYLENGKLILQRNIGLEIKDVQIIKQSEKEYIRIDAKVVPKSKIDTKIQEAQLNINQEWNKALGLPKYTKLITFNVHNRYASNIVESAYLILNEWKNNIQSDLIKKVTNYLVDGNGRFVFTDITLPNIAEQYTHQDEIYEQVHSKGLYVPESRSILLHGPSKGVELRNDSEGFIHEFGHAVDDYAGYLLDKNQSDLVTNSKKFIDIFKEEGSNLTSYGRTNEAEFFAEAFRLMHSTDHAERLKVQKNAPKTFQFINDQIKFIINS
* hit, by the source's call; i = inactive; ? = inconclusive; / = not tested or not shown; & = joins results of further samples. Cut-off read from the data, not from the text of the source, unless noted: active = inhibition above about 30%; inconclusive = no clear call, values can overlap the other calls; inactive = below that.

Under each structure: Y pestis TopoI	CCHF vOTU inh	BoNT A protease	3CLpro inhibitor	TcdB GH inh	SSB-PriA inh	PfHsp40 yeast	DUSP3 inh	Vc quorum ag	Anthrax LF prot
1	C[C@@H]1CN([C@@H](C)CO)C(=O)c2cc(NC(=O)c3ccccc3)ccc2O[C@@H](C)CCCCO[C@@H]1CN(C)S(=O)(=O)c1ccc(F)cc1
    4	5	-0.3	/	0.9&-0.7	/	/	/	-0.7	-4
2	CCCCNC(=O)C1(NC(=O)Nc2ccccc2)CCCCC1
    4	4	-0.6	0	1.0	-10	0.2	5	-0.6	-1
3	Cn1cccc1C(=S)N=P(C1CCCCC1)(N1CCOCC1)N1CCOCC1
    6	5	1.4	1	/	-13	-0.3	3	i	5
4	COc1ccc(N2CC(NS(=O)(=O)c3cccs3)CC2=O)cc1OC (stereo unspecified)
    11	-5	/	/	-0.1	-4&-9	-1.4	/	i	/
5	Oc1ccc(Oc2ccc3c(C(F)(F)F)cc(C(F)(F)F)nc3n2)cc1
    -11	14	-2.7	7	/	20	-0.9	31	-3.2	-8
6	COc1cc(C(=O)Nc2ccc(NC(=O)c3ccco3)nc2)cc(OC)c1OC
    6	4	-0.2	3	/	1	0.3	21	-0.6	-5
7	O=C(COC(=O)c1cccc(S(=O)(=O)N2CCCCC2)c1)NC1CCCCC1
    10	-3	-0.4	/	1.1	-6	-1.2	/	-1.5	1
8	N#Cc1c(NC(=O)c2ccccc2)sc2c1CCCCC2
    1	3	0.7	0	/	0	0.4	22	0.7	-1
9	O=C(COC(=O)c1ccc(F)c(S(=O)(=O)N2CCOCC2)c1)Nc1ccc2c(c1)OCO2
    -12	10	-1.0	/	1.5	-7	1.3	/	1.0	3
10	CCOc1ccc(NC(=O)CSc2nc3cccnc3n2CC)cc1
    12	4	0.0	1	/	1	1.8	6	/	1

New compounds follow:
Under each structure: Y pestis TopoI	CCHF vOTU inh	BoNT A protease	3CLpro inhibitor	TcdB GH inh	SSB-PriA inh	PfHsp40 yeast	DUSP3 inh	Vc quorum ag	Anthrax LF prot
11	Cc1c(C(=O)N2CCCCC2)c(S(=O)(=O)N2CCN(c3ccccc3F)CC2)c(C)n1C
    13	-18	-0.3	6	0.1	14	0.3	-17	i	0
12	CC/C(C)=N\N=C\c1c(O)n(CC)c2cc(C3=NNC(=O)CC3)ccc12
    6	/	0.1	0	/	/	0.8	-9	-0.6	-2
13	CCN(CC)S(=O)(=O)c1ccc(N=N/C(C(C)=O)=C(/C)O)cc1
    6	14	-0.2	-1	/	/	-1.6	14	-0.7	0
14	COCCn1c(-c2ccc(OC)cc2)cnc1SCC(=O)Nc1ccc(OC)cc1OC
    20	-11	-0.3	3	0.6	30	0.0	-2	-0.1	2
15	CC(O)(c1ccccc1)c1nc(-c2cccc(C#N)c2)cs1 (stereo unspecified)
    -7	-10	0.1	/	2.2	/	/	/	-0.5	6
16	CN1C2CCC1CC(NC(=O)c1cc(Cl)cc3[nH]cnc13)C2 (stereo unspecified)
    -2	7	1.1	-2	0.6	5	0.9	14	i	-12
17	O=C1C=C(O)C(n2cncn2)C(c2ccc3c(c2)OCO3)C1 (stereo unspecified)
    9	-15	-0.9	1	0.3	2	0.0	4	i	-3
18	COC(=O)[C@H](CCSC)NC(=O)N1CCC(C)CC1
    4	-5	-0.3	3	/	3	-0.5	16	-0.4	-3
19	CCOc1ccc(CCN2C(=O)C(=O)N([C@@H](CC(C)C)CN3CCC[C@H]3CN3C(=O)C(=O)NC[C@@H]3CC(C)C)C[C@@H]2Cc2ccccc2)cc1
    /	13	-0.8	/	-0.3	/	/	/	/	-4
20	COc1ccc(-n2ccnc(SCC(=O)NCc3ccc(C)cc3)c2=O)cc1Cl
    13	-14	0.1	/	2.7	-14	?	/	-0.8	4

The listing continues:
Under each structure: Y pestis TopoI	CCHF vOTU inh	BoNT A protease	3CLpro inhibitor	TcdB GH inh	SSB-PriA inh	PfHsp40 yeast	DUSP3 inh	Vc quorum ag	Anthrax LF prot
21	Cc1cccc(NC(=O)c2cccnc2Oc2ccccc2)c1C(=O)O
    12	-14	0.2	1	-1.0	3	-1.0	32	-7.7	-1
22	COc1cccc2c1oc1c(SCc3nc4ccccc4[nH]3)nc(C)nc12
    13	-4	0.7	/	-0.2	21	0.0	/	-0.4	-6
23	CC1=CN2C(=NC(=O)CC2(C)C(=O)N(CC(=O)NC2CCCC2)c2cc(C)cc(C)c2)C=C1 (stereo unspecified)
    5	-113	-0.7	0	0.9	-13	-1.3	39	i	0
24	CC1=C(C(=O)OC2CCCCCCC2)C(c2cccc(O)c2)NC(=O)N1 (stereo unspecified)
    7	1	1.2	5	1.3	11	-1.2	5	i	2
25	O=C(O)CNc1nc(NCc2ccc(Cl)cc2)ccc1[N+](=O)[O-]
    4	6	-0.5	/	-4.1	/	/	/	-0.8	-4
26	O=C(Cn1[nH]c(=O)c2ccccc2c1=O)NCc1cccnc1
    3	-1	-0.3	-3	/	-17	-0.5	12	-0.6	-4
27	CCOc1ccc(S(=O)(=O)n2cnc(C)c2)cc1
    4	8	-0.2	-8	0.1	-22	-1.4	15	0.9	-5
28	COC(=O)/C=C1\S/C(=N/N=C/c2ccco2)NC1=O
    0	4	-1.0	-5	0.5	/	0.6	18	0.6	0
29	CC(C)N=C(Nc1ccc(Cl)cc1)c1cccnc1
    0	-2	-0.8	-1	/	-1	-0.4	20	/	-10
30	CC(OC(=O)c1cc(=O)c2ccccc2o1)C(=O)Nc1ccc(N(C)C)cc1 (stereo unspecified)
    1	0	0.0	/	0.9	-10	-1.7	/	i	2

Later entries:
Under each structure: Y pestis TopoI	CCHF vOTU inh	BoNT A protease	3CLpro inhibitor	TcdB GH inh	SSB-PriA inh	PfHsp40 yeast	DUSP3 inh	Vc quorum ag	Anthrax LF prot
31	CC(=O)N(Cc1c(C)nn(-c2ccccc2)c1Cl)c1ccc(Cl)cc1
    4	4	-0.4	3	/	-14	1.1	19	-0.3	2
32	COc1ccc(C2=NOC(C)(c3nnc(-c4ccncc4)o3)C2)cc1 (stereo unspecified)
    -5	-2	0.8	/	-0.6	-12	-0.7	/	11	-7
33	O=S(=O)(NCc1ccccc1)c1ccc(-n2cccn2)cc1
    -1	11	2.5	-6	-5.3	-16	1.2	25	-0.3	-1
34	Cc1ccc(C(=O)NCC(=O)NCc2cc(=O)n(C)c(=O)n2C)cc1C
    -5	-19	1.1	-4	0.5	-13	0.5	35	-0.4	-1
35	CN(CCC(=O)Nc1ccc(Cl)cc1)Cc1ccccc1
    -1	5	0.0	2	1.3	-4	-1.1	6	-0.4	-5
36	COCCNc1c2c(nc3c(-c4ccccc4)c(C)nn13)CCCC2
    31	2	-2.0	0	/	-105	0.4	45	-1.4	-2
37	CCOC(=O)C1CCN(c2c(-c3ccccc3)c3cc(Cl)ccc3[nH]c2=O)CC1
    14	14	-0.2	-3	/	1	-2.1	9	i	-1
38	Fc1ccc(Nc2nc(N/N=C/c3ccco3)nc(N3CCCCC3)n2)cc1
    13	18	-0.3	3	1.0	/	102*	3	-0.2	-10
39	Brc1ccc2c(c1)OCCOCCOCCOCCOCCO2
    3	8	0.3	-2	0.4	-4	3.6	19	-0.4	-1
40	CCc1nc(NCCN2CCOCC2)c(C#N)c2c1CCCC2
    26	9	-0.4	-5	/	2	-1.4	12	4.5	0

Next section.
Under each structure: Y pestis TopoI	CCHF vOTU inh	BoNT A protease	3CLpro inhibitor	TcdB GH inh	SSB-PriA inh	PfHsp40 yeast	DUSP3 inh	Vc quorum ag	Anthrax LF prot
41	CS(=O)(=O)Nc1ccc(C2=NN(C(=O)CCCC(=O)O)C(c3cccs3)C2)cc1 (stereo unspecified)
    -5	-324	-4.3	1	-5.8	-7	-0.7	4	-0.1	-3
42	O=C(COc1ccccc1)N1CCN(S(=O)(=O)c2ccc(Cl)cc2)CC1
    0	4	-0.5	8	/	0	-1.4	24	-1.0	-1
43	COc1ccc2[nH]c(=O)c(CN(CCO)S(=O)(=O)c3c(C)ccc4nsnc34)cc2c1
    0	7	-0.1	3	/	0	-1.9	17	-0.7	8
44	CCOC(=O)Cn1nc(C)n(-c2c(C)cccc2C)c1=O
    3	-15	-0.4	-2	1.0	-12	0.0	4	2.8	-2
45	N#Cc1nc(COc2ccccc2F)oc1NCc1ccc(F)cc1
    23	3	-0.9	-1	2.0	13	1.2	38	-0.3	1
46	COc1ccc(N2CCN(C(=O)c3ccc4c(=O)n(CC5CCCO5)c(=O)[nH]c4c3)CC2)cc1 (stereo unspecified)
    26	-3	-1.6	0	/	-14	1.4	48	i	-1
47	COc1ccccc1N1CCN(S(=O)(=O)c2ccc(NC(C)=O)cc2)CC1
    -1	1	-2.1	-1	0.2	-9&-4	-0.8	28	-8.3	-7
48	Cc1ccc(SC(CC(=O)c2ccc(C(C)(C)C)cc2)C(=O)O)cc1 (stereo unspecified)
    34	15	-3.6	0	0.9	-13	14	8	0.0	-10
49	CCN1C(=O)N(CC)C2C1N(CO)C(=O)N2CO (stereo unspecified)
    0	-5	-1.4	-1	1.5	-17	2.8	33	i	4
50	COC(=O)c1cc2nc(-c3ccc(OC)c(OC)c3)cc(C(F)(F)F)n2n1
    2	-1	1.4	6	/	-24	0.9	-13	1.3	3

(listing goes on)
Under each structure: Y pestis TopoI	CCHF vOTU inh	BoNT A protease	3CLpro inhibitor	TcdB GH inh	SSB-PriA inh	PfHsp40 yeast	DUSP3 inh	Vc quorum ag	Anthrax LF prot
51	CCOC(=O)C(=O)N(C)c1c(CC)nc2c(OCc3ccc(Cl)cc3)cccn12
    21	3	0.3	/	2.0	/	/	/	-0.2	-2
52	O=C(Nc1ccc(C(=O)O)cc1)/C(=C\c1ccc2c(c1)OCO2)NC(=O)c1ccco1
    -9	18	0.4	-7	0.9	-16	-0.1	32	-0.6	-8
53	O=C(Nc1ccccc1F)C(=Cc1sc(N2CCOCC2)nc1-c1ccccc1)C(=O)Nc1ccccc1F
    18	-12	2.1	1	0.5	-31	-1.4	-1	-3.6	2
54	Nc1c(Cl)cc(-c2cn(CCC(=O)O)c(-c3ccncc3)n2)cc1Cl
    5	9	0.3	/	0.2	-5	-1.7	/	-0.7	3
55	O=C(COC(=O)Cc1ccc(Cl)cc1)NCCc1ccccc1
    16	-2	-1.0	/	1.2	-8	0.8	/	i	-7
56	CCCC(O)(c1ccc(OC)cc1)C(CN(C)C)c1ccccc1 (stereo unspecified)
    -1	-6	-0.3	5	/	-1	-0.4	16	-0.5	-1
57	O=c1[nH][nH]c(=O)c(Cl)c1Cl
    -5	14	0.5	/	-8.0	-8	2.5	/	-1.3	2
58	Cc1cc(NC(=O)c2ccc3nccnc3c2)ccc1Br
    -2	1	-2.0	/	-1.7	-12	2.5	/	2.9	0

Screening results as filed in PubChem.

The list is partial; count on the stated rates, not on these rows.
